D2 agonist = agonists of human D2 dopamine receptor | P14416 | HEK293 T-REx D2 cells, calcium flux agonist mode | activation, % at 2 µM | actives 0.53% (n = 340,000);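 active means activation over 3 SD above normal in the single-dose calcium agonist read, cut at about 30% in these data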; further: 0% is about no effect
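Agonism scored from kinetic calcium signal (1 read/sec, 180 s) following compound pin transfer, after a 10 s baseline. Cells: HEK293 Trex line expressing inducible D2 receptor coupled to calcium, dye-loaded after overnight culture at 30 C.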
TRHR enhancer = allosteric enhancers of human TRH receptor; actives 0.66% (n = 360,000); TRHR cells, fluo-8 calcium fluorescence, EC20 TRH enhancement; AID 493056; enhancement, % at 2 µM; in the data active means enhancement above about 30%; further: 0% is about no effect
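TRHR-expressing cells loaded with fluo-8 calcium dye were read kinetically (ex 480/em 530) during compound addition, then stimulated with an EC20 of TRH (10 nM final). Enhancement of the Gq-mediated intracellular calcium response was scored.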
D1 potentiator = human D1 dopamine receptor positive modulation; P21728; HEK293 TREx D1 cells, calcium flux, dopamine EC20 potentiation; potentiation, % at 10 µM; actives 0.036% (n = 360,000); AID 504651; in the data active means potentiation above about 30%; further: 0% is about no effect
TRHR ag = agonists of human TRH receptor | actives 0.18% (n = 360,000) | activation, % at 2 µM | AID 493084 | TRHR cells, calcium flux fluo-8, FDSS agonist mode | P34981; further: 0% is about no effect
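TRHR-expressing cells, plated overnight in medium with 10% serum, were loaded with fluo-8 calcium dye at room temperature. After a 10 s baseline, library compound was pin-added and calcium release was recorded kinetically (ex 480/em 530) as agonist response.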
D2 antag = D2 dopamine receptor (human) antagonism; P14416; inhibition, % at 10 µM; HEK293 TREx D2 cells, calcium flux, dopamine EC80; actives 2% (n = 340,000); in the data active means inhibition above about 30%; further: 0% is about no effect
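Tetracycline-induced HEK293 T-REx cells expressing D2 force-coupled to calcium signalling were dye-loaded, exposed to compound for 180 s, then challenged with an EC80 of dopamine; calcium flux was followed kinetically for a further 180 s.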
D2 potentiator = positively modulates the human D2 dopamine receptor allosterically; P14416; HEK293 T-REx D2, calcium flux, EC20 dopamine potentiation; potentiation, % at 10 µM; actives 0.34% (n = 340,000); AID 485347;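 active means potentiation over 3 SD above the plate norm, cut at about 30% in these data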; further: 0% is about no effect
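Potentiation of an EC20 dopamine calcium response is measured in a force-coupled, tetracycline-inducible Hek293 Trex D2 line. Compound-only kinetic reads over 180 s flag agonists before dopamine addition.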
D1 antagonist = antagonists of human D1 dopamine receptor; activity change, negative = inhibition, % at 10 µM; AID 504652; P21728; HEK293 TREx D1 cells, calcium flux, dopamine EC80; active compounds read low; actives 3.2% (n = 360,000); in the data active means activity change below about -30%; further: on the % scale 0 is the no-effect control and ±100 the full control effect
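Using tetracycline-induced force-coupled D1 Hek293 cells and a calcium dye, signals were followed for 180 s after compound, then for 180 s after EC80 dopamine, to detect inhibitors.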
RXFP1 antag = antagonists of human relaxin receptor RXFP1. Q9HBX9. HEK293-RXFP1, relaxin-stimulated cAMP HTRF, 30 min; active compounds read low. activity change, negative = inhibition, % at 57.5 µM. actives 0.59% (n = 350,000). AID 1259400;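 active means activity change of -60% or lower, but not beyond a set lower limit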; further: on the % scale 0 is the no-effect control and ±100 the full control effect
Target sequence (Q9HBX9 whole entry, looked up): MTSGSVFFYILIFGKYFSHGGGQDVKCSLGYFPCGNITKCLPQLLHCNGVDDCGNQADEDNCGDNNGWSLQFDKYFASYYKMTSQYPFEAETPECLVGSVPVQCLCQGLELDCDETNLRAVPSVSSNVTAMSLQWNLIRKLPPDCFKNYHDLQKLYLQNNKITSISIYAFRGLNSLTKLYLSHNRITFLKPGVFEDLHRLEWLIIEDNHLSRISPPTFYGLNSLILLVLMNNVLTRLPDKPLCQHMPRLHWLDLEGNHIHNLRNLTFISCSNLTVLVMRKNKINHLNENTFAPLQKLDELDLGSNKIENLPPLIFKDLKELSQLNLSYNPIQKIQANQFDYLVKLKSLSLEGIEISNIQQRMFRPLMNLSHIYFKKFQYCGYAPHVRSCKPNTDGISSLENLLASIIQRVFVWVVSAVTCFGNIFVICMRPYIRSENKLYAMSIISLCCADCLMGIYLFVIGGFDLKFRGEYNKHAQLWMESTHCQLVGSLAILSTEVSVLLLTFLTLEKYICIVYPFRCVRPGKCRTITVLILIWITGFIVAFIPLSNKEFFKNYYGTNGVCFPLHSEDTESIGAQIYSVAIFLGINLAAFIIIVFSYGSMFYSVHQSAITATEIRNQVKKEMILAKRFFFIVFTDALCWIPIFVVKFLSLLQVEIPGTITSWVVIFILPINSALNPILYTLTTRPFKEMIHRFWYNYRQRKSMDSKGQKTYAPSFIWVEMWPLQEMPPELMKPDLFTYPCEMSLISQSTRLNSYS
D1 ag = activates the human D1 dopamine receptor. activation, % at 2 µM. AID 504660. actives 1% (n = 360,000). P21728. HEK293 T-REx D1 cells, calcium flux, agonist mode; further: 0% is about no effect
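Tetracycline-induced HEK293 TREx D1 cells, force-coupled to calcium signalling, were dye-loaded with a no-wash calcium kit. Compound was pin-added after a 10 s baseline. Fluorescence was read kinetically at 1 cycle/s for 180 s, with calcium rises flagged as agonism.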
The depositor's hits bear a star; . = no result given. Unless noted, no stated cut-off is given here; in the data, active means activation above about 30%; inactive means the rest.

SMILES | D2 agonist | TRHR enhancer | D1 potentiator | TRHR ag | D2 antag | D2 potentiator | D1 antagonist | RXFP1 antag | D1 ag
Cc1cccc(NC(=O)c2oc3ccc(S(=O)(=O)N(C)C4CCCCC4)cc3c2C)c1C | 0.2 | -1 | 0 | 1.1 | . | -2 | 19 | -2 | 5
COc1cc(C2C(C#N)=C(N)Oc3c2ccc2ccccc32)ccc1OCC(=O)Nc1ccccc1C (stereo not drawn) | -0.1 | 6 | 0 | 0.5 | 1 | -6 | -1 | -9 | 5
COc1ccccc1CNC(=O)c1ccc(Cn2c(SCc3ccccc3)nc3cccnc32)cc1 | -0.4 | 29 | 0 | -0.6 | . | 1 | 0 | -10 | 20
CN(CC(=O)Nc1ccc(F)c(F)c1F)C(=O)c1ccc(=O)[nH]c1 | 0.6 | -9 | -15 | 1.7 | -4 | -9 | -13 | 1 | -1
CC(=O)Nc1ccc(S(=O)(=O)N2CCC(C(=O)N[C@@H](Cc3ccccc3)C(=O)O)CC2)cc1 | 0.3 | -1 | -4 | 0.5 | -23 | 7 | 4 | 0 | 2
O=C(Nc1ccc(NC(=O)c2cccs2)cc1)c1ccc(Br)cc1 | 0.9 | 0 | -1 | -1.4 | . | -18 | -10 | -1 | -1
O=C(Nc1ccccc1C(F)(F)F)Nc1c[nH]c(=O)[nH]c1=O | 0.4 | 0 | -4 | 0.2 | . | 2 | 6 | 6 | 1
CCOc1ccccc1NC(=O)Nc1ccon1 | -1.0 | 6 | -4 | 0.1 | -7 | 3 | -5 | 5 | 0
COC(=O)c1cc(NC(=O)CCc2c(C)nc3c4c(C)cc(C)nc4nn3c2C)cc(C(=O)OC)c1 | 0.3 | 19 | 0 | 1.1 | . | -5 | 7 | -6 | 1
COc1ccc(-c2c(C#N)c(SCC(=O)Nc3ccccc3C)nc(C)c2C(=O)Nc2ccccc2)cc1OC | 1.1 | 7 | -2 | 2.3 | . | 0 | -2 | 7 | 10
CCC(=O)N/C(=N/c1nc(C)cc(C)n1)Nc1ccc(C)cc1 | -2.5 | -8 | -8 | -0.2 | -19 | 6 | -43* | 10 | 0
CCn1c(SCC(=O)NCc2ccc3c(c2)OCO3)nnc1-c1ccncc1 | -0.1 | 15 | -3 | 0.0 | 19 | -5 | -25 | -1 | 0
COc1ccc(NC(=O)Cn2c(=O)c3cc(Cl)ccc3n3nncc23)cc1 | -0.7 | 11 | 1 | -2.4 | . | 17 | 9 | . | 4
COCCOc1ccc(C(F)(F)F)cc1NC(=O)c1ccc(F)cc1 | -0.4 | -5 | -5 | -0.7 | -8 | -14 | 1 | -10 | 0
O=C(c1cccc(Cl)c1)N1CCC(=O)N(C(COCc2ccccc2)Cc2ccccc2)CC1 (stereo not drawn) | -0.3 | 4 | -4 | -1.1 | 8 | 0 | -9 | . | -3
CC(Cc1ccccc1)C(=O)NCc1ccncc1 (stereo not drawn) | 1.0 | 7 | -8 | 0.9 | -25 | 2 | -13 | . | -4
O=c1oc2ccccc2c(N2CCCC2)c1[N+](=O)[O-] | 7.1 | -3 | -1 | 0.3 | 6 | 6 | 12 | 11 | 3
COc1ccc(OC)c(NC(=O)c2c(C)oc3ncnc(N4CCOCC4)c23)c1 | -0.4 | -9 | 0 | -1.5 | . | 7 | 10 | 8 | 0
Cc1cc(C)cc(C(N)=Nc2cccc(C#N)c2)c1 | -2.0 | 11 | -4 | -1.5 | -15 | 16 | -50* | 2 | 2
Cc1cccc(NC(=S)N2CCC(NC(=O)c3ccco3)CC2)c1 | 1.5 | 1 | 3 | -0.4 | 4 | 8 | -2 | -5 | 1
COCCN1Cc2cccc(C(=O)Nc3ccc(-c4nc5ccccc5[nH]4)cc3)c2C1=O | -0.4 | 2 | -8 | -0.4 | 15 | 5 | -12 | . | 3
CN1CCN(C(=O)c2ccccc2NC(=O)c2cccc(Cl)c2)CC1 | 0.9 | 18 | -7 | 0.2 | -17 | -3 | 9 | 4 | 3
COc1ccc(NC(=O)CCN2CC(C)OC(C)C2)c(OC)c1 (stereo not drawn) | -0.4 | 10 | -10 | 0.1 | -14 | 1 | -12 | -6 | 3
ClC1(Cl)CC1CSc1nc2ccccc2[nH]1 (stereo not drawn) | 0.5 | 0 | -3 | -0.6 | 0 | -1 | -34* | 6 | 5
CC(=O)c1c(C)[nH]c(C(=O)Nc2cc(S(=O)(=O)N3CCCCC3)ccc2C)c1C | -0.2 | -9 | -10 | 0.2 | 6 | -19 | -31* | 0 | 4
O=c1[nH]c(CN2CCCCC2)nc2c1C1(CCCCC1)Cc1ccccc1-2 | 0.5 | 6 | -3 | 0.9 | 2 | 10 | 12 | -10 | 1
Cc1cccc(NC(=O)C(=O)NNC(=O)c2ccc(C(C)(C)C)cc2)c1 | -0.1 | -1 | -6 | 0.0 | -7 | -6 | -3 | -10 | 7
Cc1cc(NCCN2CCCCC2)n2c(nc3ccccc32)c1C#N | . | -4 | -5 | 0.7 | . | . | 30 | . | -3
CC(C(=O)NCc1ccc(Cl)cc1)n1ccc2cc(S(=O)(=O)N3CCCC3)ccc21 (stereo not drawn) | . | -6 | -2 | 0.3 | . | . | 2 | -3 | 6
O=C1C2ON(c3ccccc3)C(c3ccncc3)C2C(=O)N1c1ccccc1 (stereo not drawn) | -0.3 | -4 | -2 | -0.4 | 4 | 4 | -5 | -9 | 3
COc1ccc(C(=O)N2CCN(c3ccccc3)CC2)cc1S(=O)(=O)N1CCOCC1 | -0.2 | -7 | 5 | -0.5 | 16 | 16 | 6 | 3 | 2
O=C(C(=O)N1CC=C(c2ccccc2)CC1)c1c[nH]c2ccccc12 | 3.3 | 5 | -5 | 0.7 | -6 | 2 | -6 | -25 | 4
Cc1ccc(-c2cc(C(=O)O)n(Cc3ccccc3)n2)cc1 | -0.8 | -3 | -1 | 0.4 | . | -1 | -10 | 2 | -1
Cc1nc(N)nc(Nc2ccc(Cl)cc2)c1Br | -0.7 | 11 | 0 | 0.2 | -6 | 24 | 19 | 23 | 0
Cc1ccc2nc(NC(=O)CSc3ncc(C(=O)Nc4ccc(F)cc4)c(=O)n3C)sc2c1 | -0.1 | -1 | -1 | 0.5 | . | 1 | . | -3 | 2
COCCNC(=O)CCc1c(C)nc2nc(-c3cc(OC)cc(OC)c3)nn2c1C | -0.4 | 8 | -6 | 0.7 | 12 | -6 | -14 | -2 | 2
CCCN(CCC)CCCNC(=O)c1cn(CCOC)c(=O)c2c1c1ccccc1n2C | 1.4 | 0 | -1 | 1.1 | -6 | -3 | -1 | 8 | 1
Cc1nc2cc(N3CCN(C)CC3)c(NC(=O)Cc3ccccc3)cc2c(=O)n1Cc1ccccc1 | -1.4 | 15 | -1 | 1.8 | -5 | 5 | -1 | -8 | 2
O=C(CCCOc1ccccc1)Nc1cccc([N+](=O)[O-])c1 | -0.7 | 0 | -2 | 0.5 | -8 | -10 | -5 | -23 | 1
Cc1ccc(O)c(NC(=O)c2noc3c2CCCC3)c1 | -0.5 | 1 | 0 | -1.5 | . | 0 | -3 | -11 | -1
COc1ccc(C(=O)NCCNc2nc3c(C)cccc3cc2C#N)cc1OC | 0.6 | 6 | 0 | -1.1 | 9 | -3 | -12 | -6 | 1
Cc1ccc(Nc2n[nH]c(C)c2[N+](=O)[O-])cc1 | -1.0 | -11 | -6 | -0.5 | -8 | 8 | -5 | 0 | 0
Cn1ncc(Br)c1C(=O)NCc1cccs1 | 0.1 | -6 | -15 | 0.0 | -11 | 3 | -13 | 5 | 5
CCOC(=O)C1=C(N)OC2=C(C(=O)CC(C)(C)C2)C1c1ccc(CC)s1 (stereo not drawn) | -0.2 | 0 | 1 | 1.2 | -14 | . | 7 | -23 | 1
O=C1OCC(c2ccccc2)=C1c1ccc(S(=O)(=O)N2CCOCC2)s1 | 0.2 | 2 | -5 | 0.9 | -15 | -1 | 3 | -6 | 3
CCCCn1c(N)nc2ccccc21 | -0.8 | -9 | -1 | 1.1 | 31* | -5 | 4 | -7 | 0
CCN1C(=O)c2cccc3c(NC(=O)c4ccc(S(=O)(=O)N5CCOCC5)cc4)ccc1c23 | 0.7 | 2 | 10 | 1.1 | -2 | 0 | 9 | -4 | 4
CCOc1ccccc1NC(=O)CSc1cc(=O)n(CC)c2ccccc12 | -2.5 | -7 | 4 | -0.3 | . | -1 | -7 | -5 | 20

Entries listed above that bear a hit mark in D2 antag.
compound | TRHR enhancer | D1 potentiator | TRHR ag | D2 antag | D2 potentiator | D1 antagonist | RXFP1 antag | D1 ag
CCCCn1c(N)nc2ccccc21 | -9 | -1 | 1.1 | 31* | -5 | 4 | -7 | 0

(continued)
SMILES | D2 agonist | TRHR enhancer | D1 potentiator | TRHR ag | D2 antag | D2 potentiator | D1 antagonist | RXFP1 antag | D1 ag
COCCn1c(SCC(=O)NC2CCCCC2)nnc1-c1ccncc1 | -0.1 | 12 | -3 | 0.1 | -6 | 3 | 3 | 6 | 0
O=C(CNC(=O)c1cccs1)Nc1ncccc1O | 0.2 | 3 | 2 | 1.4 | 11 | 22 | -5 | 19 | 3
CCOC(=O)c1oc2ccc(S(=O)(=O)n3nc(-c4ccccc4OC)cc3N)cc2c1C | -0.1 | 1 | -4 | 0.7 | . | -1 | -21 | . | 5
O=C(OCC(=O)N1CCN(C(=O)c2ccco2)CC1)c1cc(-c2ccc(Cl)c(Cl)c2Cl)nc2ccccc12 | 0.1 | -18 | -3 | 0.5 | 0 | -8 | 4 | -7 | 3
CCc1ccc(NC(=O)CN(Cc2ccccc2)S(=O)(=O)c2ccc3nc(C)sc3c2)cc1 | . | 1 | -7 | 0.6 | . | -17 | -7 | -17 | 4
Cc1ccc(C(=O)N/N=C/c2ccoc2)cc1C | -0.4 | -8 | -1 | -1.1 | -8 | 7 | -5 | -8 | -1
COc1ccc(C(=O)NC2CCN(C(=S)Nc3ccccc3)CC2)cc1 | 0.7 | 0 | 2 | -0.6 | -9 | 6 | 0 | 0 | 1
Cc1cccc(/C(N)=N/OC(=O)c2ccc(Cl)cc2Cl)c1 | 0.5 | -3 | -6 | 0.6 | -6 | 2 | -4 | -4 | 6
CN(CC(=O)Nc1ccccc1Cl)C(=O)CSC(=S)N1CCCC1 | -0.3 | -6 | -3 | -0.4 | -3 | 1 | -2 | -10 | 0
Cc1ccc(CO/N=C/C2=C(Cl)c3ccccc3CC2)cc1 | -0.7 | 3 | 0 | -0.1 | -25 | -3 | 11 | -13 | 1

In the list so far, four have two or more sulfur atoms:
SMILES | D2 agonist | TRHR enhancer | D1 potentiator | TRHR ag | D2 antag | D2 potentiator | D1 antagonist | RXFP1 antag | D1 ag
Cc1ccc2nc(NC(=O)CSc3ncc(C(=O)Nc4ccc(F)cc4)c(=O)n3C)sc2c1 | -0.1 | -1 | -1 | 0.5 | . | 1 | . | -3 | 2
O=C1OCC(c2ccccc2)=C1c1ccc(S(=O)(=O)N2CCOCC2)s1 | 0.2 | 2 | -5 | 0.9 | -15 | -1 | 3 | -6 | 3
CCc1ccc(NC(=O)CN(Cc2ccccc2)S(=O)(=O)c2ccc3nc(C)sc3c2)cc1 | . | 1 | -7 | 0.6 | . | -17 | -7 | -17 | 4
CN(CC(=O)Nc1ccccc1Cl)C(=O)CSC(=S)N1CCCC1 | -0.3 | -6 | -3 | -0.4 | -3 | 1 | -2 | -10 | 0

Source: PubChem
